GC-A act: GC-A (human) enzyme activation; 370,000 tested, 0.14% active; HEK293 GC-A cells, cGMP TR-FRET, EC30 ANP; 0% at EC30 ANP, 100% saturating ANP; activation, % at 10 µM; AID 1671463; P16066; in the data active means activation above about 40%
TCR-CD3 inh: inhibitors of human TCR-CD3 interaction. TAMRA-labeled TCR probe fluorescence, biochemical. inhibition, % at 9.4 µM. 360,000 tested, 0.37% active; in the data active means inhibition above about 19%;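 further: recombinant mutant TCR 2C K166C tagged with TAMRA read by polarization; 0% = receptor in buffer alone and 100% = receptor with positive control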
rCAG binder: binds r(CAG) RNA repeats; inhibition, % at 3 µM; r(CAG) RNA repeat, TO-PRO-1 dye displacement fluorescence; 370,000 tested, 1.3% active;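 active means inhibition above the plate cutoff, the mean of all test compounds on that plate plus 3 SD, cut at about 35% in these data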;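 further: 0% = DMSO alone and 100% = 100 µM mitoxantrone as full dye displacement; higher means more dye released from RNA so lower well fluorescence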
mABHD4 FP: ABHD4 (mouse) inhibition, primary FP screen; purified mABHD4, FP-Rh probe fluorescence polarization; 370,000 tested, 0.54% active; inhibition, % at 8.92 µM;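 active means inhibition exceeding the mean over every tested compound plus 3 SD, cut at about 30% in these data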;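 further: 0% = plate median of compound wells and 100% = S159A mutant with DMSO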
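system = mouse ABHD4 enzyme, wild type | medium = HEPES pH 7.0, NaCl, Pluronic buffer | also added = FP-Rh probe | incubation = Enzyme–compound pre-incubation 45 min, then probe 60 min, both 25 °C | technique = fluorescence polarization, excitation 525 nm, emission 598 nm, BODIPY TMR filters | controls = S159A mutant high control, sample median low control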
GC-B act: GC-B (human) receptor activation; 370,000 tested, 0.11% active; HEK293-GC-B cells, CNP EC30, cGMP TR-FRET; 0% at EC30 CNP, 100% saturating CNP; activation, % at 10 µM;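 active means activation at 10 µM reaching about 35% in either raw or pattern-adjusted values, limit read from the data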
HTRA1 inh: HTRA1 (human) protease inhibition | Q92743 | recombinant HTRA1, FP-rhodamine activity-based probe, fluorescence polarization | inhibition, % at 5.96 µM | 340,000 tested, 0.5% active | AID 504803; in the data active means inhibition above about 36%;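 further: 0% = enzyme with DMSO and 100% = wells lacking enzyme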
UHRF1 binding: blocks human UHRF1 binding to methylated DNA. Q96T88. UHRF1 binding to methylated oligo, TR-FRET. 370,000 tested, 0.75% active. inhibition, % at 4.4 µM. AID 687016; in the data active means inhibition above about 21%;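 further: UHRF1 SRA domain binding a hemimethylated CpG hairpin DNA probe; 0% = median of test compound wells and 100% = reference inhibitor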
Target sequence (Q96T88 whole entry, looked up, the tested form may be a part): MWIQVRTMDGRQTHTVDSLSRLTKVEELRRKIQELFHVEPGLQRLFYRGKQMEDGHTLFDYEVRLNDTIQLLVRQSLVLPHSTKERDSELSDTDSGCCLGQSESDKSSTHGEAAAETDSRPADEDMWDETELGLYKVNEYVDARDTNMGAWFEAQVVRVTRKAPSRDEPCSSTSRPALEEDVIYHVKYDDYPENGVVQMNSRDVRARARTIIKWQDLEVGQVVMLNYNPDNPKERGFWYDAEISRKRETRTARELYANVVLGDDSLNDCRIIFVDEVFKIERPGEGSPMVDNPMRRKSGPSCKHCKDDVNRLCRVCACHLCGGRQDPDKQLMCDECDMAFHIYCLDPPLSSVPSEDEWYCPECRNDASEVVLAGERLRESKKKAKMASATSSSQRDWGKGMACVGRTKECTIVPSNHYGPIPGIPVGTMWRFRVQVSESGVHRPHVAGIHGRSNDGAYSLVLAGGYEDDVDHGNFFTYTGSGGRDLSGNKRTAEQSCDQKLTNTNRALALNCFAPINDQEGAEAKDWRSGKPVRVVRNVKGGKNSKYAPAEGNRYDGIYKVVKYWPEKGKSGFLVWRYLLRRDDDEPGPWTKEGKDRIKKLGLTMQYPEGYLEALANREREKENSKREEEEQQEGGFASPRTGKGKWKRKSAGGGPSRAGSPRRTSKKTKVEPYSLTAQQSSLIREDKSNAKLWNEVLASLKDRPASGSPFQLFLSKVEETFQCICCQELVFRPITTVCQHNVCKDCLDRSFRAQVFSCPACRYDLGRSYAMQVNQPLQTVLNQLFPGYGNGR
SIAE primary: blocks human sialic acid acetylesterase. SIAE FP-Rh probe binding, fluorescence polarization. inhibition, % at 9.66 µM. 370,000 tested, 0.69% active. AID 1053197;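 active means inhibition above a cutoff: mean of compounds within the control limits plus 3 SD of those, cut at about 17% in these data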;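 further: 0% = plate median of compound wells and 100% = probe without SIAE protein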
PRMT1 inh: PRMT1 (human) inhibition, primary screen; 370,000 tested, 1.3% active; recombinant PRMT1, activity-based probe fluorescence polarization; AID 652257; Q99873; inhibition, % at 2.79 µM;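 active means inhibition above about 21% made by adding two undisclosed values, limit read from the data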
MBD2 inh: inhibitors of human MBD2 binding to methylated oligonucleotide. Q9UBB5. TR-FRET. inhibition, % at 4.4 µM. 370,000 tested, 0.31% active. AID 686964; in the data active means inhibition above about 13%
* = called active by the depositor; x = not tested or not shown. An excerpt; rates above refer to the full screens.

The first five compounds, ahead of the listing:
SMILES	GC-A act	TCR-CD3 inh	rCAG binder	mABHD4 FP	GC-B act	HTRA1 inh	UHRF1 binding	SIAE primary	PRMT1 inh	MBD2 inh
CCCCCCC(=O)N1CCN(c2cc3c(cc2F)c(=O)c(C(=O)O)cn3CC)CC1	-2	7	-1	2	-3	0	4	1	-4	0
COc1ccc(CCNC(=O)c2cnc3ccccc3n2)cc1	0	0	-2	3	-1	-3	2	3	6	-3
CSc1nc(C)c(CCOC(=O)c2ccccc2)c(=O)[nH]1	-3	-5	-2	2	-8	-3	1	8	4	4
COc1ccc(S(=O)(=O)Nc2noc3ccccc23)cc1	2	2	0	7	1	2	-3	-4	0	0
Cn1c(CNC(=O)C2CCCCC2)cc2ccccc21	1	0	2	-4	1	0	-1	0	3	-1

The whole of this part, previewed entries included:
SMILES	GC-A act	TCR-CD3 inh	rCAG binder	mABHD4 FP	GC-B act	HTRA1 inh	UHRF1 binding	SIAE primary	PRMT1 inh	MBD2 inh
CCCCCCC(=O)N1CCN(c2cc3c(cc2F)c(=O)c(C(=O)O)cn3CC)CC1	-2	7	-1	2	-3	0	4	1	-4	0
COc1ccc(CCNC(=O)c2cnc3ccccc3n2)cc1	0	0	-2	3	-1	-3	2	3	6	-3
CSc1nc(C)c(CCOC(=O)c2ccccc2)c(=O)[nH]1	-3	-5	-2	2	-8	-3	1	8	4	4
COc1ccc(S(=O)(=O)Nc2noc3ccccc23)cc1	2	2	0	7	1	2	-3	-4	0	0
Cn1c(CNC(=O)C2CCCCC2)cc2ccccc21	1	0	2	-4	1	0	-1	0	3	-1
Cc1cc(S(=O)(=O)NCC(C)C)ccc1OCC(=O)NCc1ccccn1	-6	1	-2	-6	-12	3	1	0	0	3
Cc1ccnc(NC(c2cccnc2)c2ccc3cccnc3c2O)c1 (stereo unspecified)	-5	-6	6	5	-5	34	-5	16	14	6
O=C(COc1coc(CN2CCc3ccccc32)cc1=O)Nc1cccc(F)c1	-2	8	1	-5	-5	-3	-1	-6	-1	5
O=C(Nc1nc2ccc(F)cc2s1)c1ccc([N+](=O)[O-])o1	-1	5	2	5	-2	5	-1	3	0	-6
Cc1c(C)c2ccc(OCC(=O)NCCCn3ccnc3)cc2oc1=O	2	-12	-5	-2	2	-4	-2	-1	6	-2
O=C1/C(=C/c2ccccn2)SC(=S)N1NS(=O)(=O)c1ccccc1	2	10	32	0	-2	-6	-3	7	2	-4
O=C(CC(=O)N1CCN(c2ccccn2)CC1)Nc1ccc2nc3n(c(=O)c2c1)CCCCC3	0	5	-1	2	-1	2	-1	3	0	-3
COc1ccc(N)cc1-n1c(C)ccc1C	-4	0	7	28	-5	21	-7	13	27*	-12
COc1ccc(-c2nn(-c3ccccc3)cc2C(=O)N2CCN(S(=O)(=O)c3ccccc3[N+](=O)[O-])CC2)cc1	-3	5	9	1	1	-12	1	-4	0	2
Cc1cc(NC(=O)CSc2n[nH]c(=O)[nH]c2=O)ccc1Br	4	-4	4	-41	2	-11	3	-1	-3	-1
CCCn1c(CN2CCCCC2C)nc2c1c(=O)n(C)c(=O)n2C (stereo unspecified)	1	-6	0	7	1	-1	2	7	-6	0
CCOc1ccc2c(c1)-c1c(ssc1=S)C(C)(C)N2C(=O)CSC1=NCCS1	2	-6	4	28	-2	17	-3	11	13	-4
COc1ccccc1N1CCN(C(=O)C2CCCN(S(=O)(=O)c3ccc4c(c3)oc(=O)n4C)C2)CC1 (stereo unspecified)	4	3	-3	2	3	0	24*	9	3	7
CCc1cccc(CC)c1NC(=S)NCCc1c(C)[nH]c2ccc(C)cc12	-7	4	7	8	-10	-24	-2	11	2	-6
Nn1c(SCC(=O)NCCN2C(=O)CSC2=O)nnc1-c1ccc(OC(F)F)cc1	5	4	6	0	0	3	-3	2	-1	-3
Cc1cccc(CSc2nc3[nH]ncc3c(=O)[nH]2)c1	-2	-3	1	-3	-4	-4	-2	1	-1	-3
Cc1nc2ccccn2c1C(=O)NCc1ccc2c(c1)OCO2	-1	7	-1	-1	2	-4	0	1	-1	-6
Cc1ccc(-n2c(SCc3cccc(F)c3)nc3sc4c(c3c2=O)CCCC4)cc1	1	x	6	6	0	x	-1	8	-7	-3
c1nc(NCC2CCCCO2)c2cc(-c3ccc4c(c3)OCO4)ccc2n1 (stereo unspecified)	4	x	x	-3	1	x	0	-7	0	4
COC(=O)[C@]12C[C@H](CC(=O)N3CCC(c4ccccc4)CC3)C(=O)N(CCc3ccc(OC)c(OC)c3)C1=C[C@H](C(C)C)O[C@@H]2C1CC1	-5	x	6	1	-6	x	3	2	3	4
COC(=O)c1ccccc1NC(=O)c1cccc(COc2ccccc2Cl)c1	2	-6	5	-8	-11	-42	1	-11	-1	7
O=C(Cc1ccc2c(c1)OCCO2)N1CCN(c2ccccc2)CC1	1	4	-3	4	4	2	-1	5	-7	-4
CSCCC(NC(=O)COc1ccccc1)C(=O)NCC(C)(C)N1CCOCC1 (stereo unspecified)	5	0	2	6	0	0	-1	3	-2	-2
C=CCNC(=O)NC(=O)COC(=O)CC(NC(N)=O)c1ccc(Cl)cc1 (stereo unspecified)	1	9	0	0	6	20	-3	4	-1	0
COc1cc(C)c(NC(=S)Nc2ccc(Cl)c(Cl)c2)cc1OC	6	-2	2	-4	-3	-2	-4	2	0	0
CCOc1ccc(S(=O)(=O)N2CCN(C(=O)c3oc4ccc(OC)cc4c3C)CC2)cc1	-1	8	0	-9	-4	-32	-3	-2	-1	1
O=C1c2ccccc2NC(c2cccc(F)c2)N1Cc1ccco1 (stereo unspecified)	-8	1	0	1	-6	-25	1	-2	0	-1
COc1ccccc1CC(=O)Nc1ccc(S(=O)(=O)N2CCN(C)CC2)cc1	3	2	-3	-11	0	4	3	-5	7	9
COc1cc(C(C)=O)ccc1OCC(O)CN1CCN(c2ccc(C)cc2C)CC1 (stereo unspecified)	0	5	-10	4	5	0	-3	2	0	-3
CCOc1cccc2sc(NC(=O)CC)nc12	1	13	0	6	-5	-5	-1	-4	-1	-3
CCOc1ccc(NS(=O)(=O)c2ccc(C(=O)N(C)CC(=O)Nc3ccccc3Br)cc2)cc1	-3	1	4	-6	1	-3	0	14	-3	3
Cc1ccc(C(C(=O)NCC2CCCO2)N(C(=O)c2snc(C(N)=O)c2N)c2ccc(C(C)C)cc2)o1 (stereo unspecified)	-6	9	4	-7	-1	-17	-3	-3	1	-8
N#Cc1cc2c(nc1SCC(=O)Nc1sc3c(c1C#N)CCC3)CCCCC2	-1	2	7	3	-7	-4	9	5	1	1
COc1ccc(NC(=O)COC(=O)COc2cccc(Br)c2)cc1OC	1	4	-3	-1	-3	0	-3	2	-2	-9
Cc1cc(C)n2nc(SCCC(=O)NCCc3ccccc3)nc2n1	3	2	-1	-1	0	-4	-1	-1	-2	4
C/C(=N/O)c1c(O)c(C)c(-c2ccccc2)n(-c2ccccc2)c1=O	-2	8	1	5	-2	0	-6	7	-2	3
Cc1c(C(=O)N2CCCCC2C)sc2ncnc(N3CCc4ccccc4C3)c12 (stereo unspecified)	-3	-10	-6	1	5	-21	-4	2	-2	-2
CCc1c(C)sc(NC(=O)c2cc(C)no2)c1C#N	10	-4	2	8	-3	1	0	3	8	6
COc1ccc(C2CC(c3ccco3)n3ncnc3N2)cc1 (stereo unspecified)	-2	4	1	2	2	2	-3	10	-1	3
Clc1cc(Cl)cc(CN2CCN(c3ncc(Cc4ccccc4)cn3)CC2)c1	-1	0	4	1	4	x	0	3	2	-1
Cc1cc(C)cc(C(=O)NC(=S)Nc2ccc(-c3cc4ccccc4oc3=O)cc2)c1	-3	1	2	1	1	5	3	1	0	0
O=c1[nH]c2ccccc2n1C1=CCCC1	0	-5	-2	-1	6	-3	9	9	-1	-3
NS(=O)(=O)c1ccc(CCNCc2ccccc2OCc2ccc(Cl)cc2)cc1	-37	-9	7	0	-17	-9	2	-1	1	-7
COc1ccc(S(=O)(=O)N(CCC#N)Cc2ccco2)cc1OC	2	0	-3	3	5	6	-1	-2	-5	-1
CCc1cc(-c2n[nH]c(C)c2-c2nc(C)cs2)c(O)cc1OC	-19	3	-6	2	-7	-12	-2	15	0	1
CN(C)/C=C(\C#N)C(=O)N/N=C/c1ccccc1	4	0	0	7	2	3	0	6	-1	2
COc1cccc(NC(=O)COc2cc(C)cc3oc(=O)cc(C)c23)c1	-17	2	1	3	-14	-5	3	0	1	5
CCCCCCn1c(NCC)nc2c1c(=O)[nH]c(=O)n2C	5	10	-2	1	-14	4	1	3	-1	-2
CCOC(=O)c1nnn(-c2nonc2N)c1CN1CCCCCC1	6	-6	-2	6	0	-2	-2	9	0	-8
CC(C)OC(=O)Nc1ccc2c(c1)N(C(=O)N1CCN(C)CC1)c1ccccc1CC2	-1	-4	-4	5	-3	3	-1	2	3	-2
CCS(=O)(=O)c1ccc(O)c(NC(=O)c2cc(OC)c(OC)c(OC)c2)c1	-2	4	6	7	-3	7	0	3	1	2
C[C@@H]1C[C@H]2O[C@@H]2/C=C\C=C\C(=O)Cc2cc(O)cc(O)c2C(=O)O1	1	x	1	3	3	x	1	-7	-1	2
COc1ccc(OCC(=O)OCCN2C(=O)c3ccccc3C2=O)cc1	-6	5	1	0	-6	0	-2	8	-2	1
CCC(=O)Nc1ccc(C(=O)CN2C(=O)NC3(CCCCCC3)C2=O)cc1	0	-7	12	-16	-12	-8	2	-7	4	-3
CC(=O)Oc1ccc(-c2cccc(C(=O)NCC(=O)O)c2)cc1	-2	7	7	-6	1	3	0	0	-3	1
The list goes on.
SMILES	GC-A act	TCR-CD3 inh	rCAG binder	mABHD4 FP	GC-B act	HTRA1 inh	UHRF1 binding	SIAE primary	PRMT1 inh	MBD2 inh
CCc1ccc(-c2cc3c(=O)n(CC(=O)N4CCCC4)nc(C)n3n2)cc1	4	2	1	-3	1	4	-3	0	-1	-4
O=S(=O)(NCc1ccccc1Br)c1ccccc1Br	0	6	-2	-3	2	-3	-1	-5	-1	3
COc1ccc(S[C@@H](CCN2CC[C@H](O)CCC2=O)c2ccccc2)cc1	-3	2	-4	-2	2	3	-3	5	0	0
COC(=O)[C@H]1C[C@H](OC(=O)NC2CCCC2)[C@@]2(O)CN(S(=O)(=O)c3ccc(C)cc3)CC2[C@H]1C(=O)OC (stereo partly specified)	5	-4	-1	8	0	-1	0	4	1	3
CC(/C=N/NC(=O)CSc1n[nH]c(=O)[nH]c1=O)=C\c1ccccc1	-3	-3	5	-9	0	-6	-4	-1	0	1
O=C(N/N=C\c1cccc([N+](=O)[O-])c1O)C1COc2ccccc2O1 (stereo unspecified)	-2	15	14	15	3	3	-6	9	-1	-10
O=C(NNc1cc(Cl)cc(Cl)c1)C1CCC1	-4	-2	0	1	0	-7	1	-3	-3	-2
COC(=O)[C@@]1(Cc2ccc(F)cc2)[C@H]2c3cc(C(=O)N4CCCC4)n(Cc4ccc(C)o4)c3C[C@H]2CN1C(=O)c1ccccc1	-4	-9	11	2	-3	x	1	2	24*	0
Cc1cc(C)n(CC(=O)n2nc(C)cc2C)n1	2	-3	0	4	3	4	-2	2	0	-2
Cc1cccc(NC(=O)CSc2nc3[nH]ncc3c(=O)[nH]2)c1C	3	-1	3	5	3	5	2	-4	3	3
CCCCOc1ccc(OC(=O)c2cccnc2)cc1	x	15	-5	-8	x	-7	-4	0	0	-5
COc1ccc(C2(CNC(=O)c3ccc(OCC(C)C)cc3)CCOCC2)cc1	3	-1	-12	2	2	-10	1	1	1	-2

Screening data as filed in PubChem BioAssay.
